# Screens from PubChem.
# CHO parental Ca: counter-screen: ATP calcium response change in parental CHO cells; inhibition, % at 5.6 µM; parental CHO-K1, ATP-induced calcium, Fluo-8 fluorescence; actives 0.63% (n = 330,000);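 active = inhibition above that plate's mean sample inhibition plus 3 SD, cut at about 26% in these data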;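 note: 0% = ATP-challenged DMSO wells and 100% = DMSO wells without ATP; some compounds past the cut are filed as inactive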
#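 Assay system: parental CHO cells; Read-out basis: percent inhibition of ATP-evoked calcium rise, normalized to controls; Benchmarks: ATP and no-ATP DMSO wells; Compound dosing: single nominal dose of 5.6 µM per compound; Signal: Fluo-8 calcium dye fluorescence; Also added: ATP as calcium-mobilizing challenge; Repeats: singlicate.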
# CHO-K1 Ca PAM: nonselective activator or artifact in parental CHO-K1 calcium assay | ATP EC20, Fluo-8 calcium fluorescence; 0% at ATP EC20, 100% at ATP max | activation, % at 3 µM | actives 0.02% (n = 360,000) | AID 602247;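 active = activation above the run cutoff, the mean activation of all test compounds plus 3 SD, cut at about 40% in these data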;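 note: peak over basal fluorescence ratio in a 140 s read after ATP addition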
# TAAR1 antagonist: antagonists of human TAAR1; Q96RJ0; CHO RD-HGA16 TAAR1, Fluo-8 calcium fluorescence, antagonist; inhibition, % at 3 µM; actives 1.5% (n = 360,000); AID 624466;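 active = inhibition above a per-plate cutoff, the mean inhibition of test compounds on that plate plus 3 SD, cut at about 49% in these data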;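 note: 0% = DMSO plus EC80 beta-PEA response and 100% = DMSO alone without agonist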
# Target sequence (Q96RJ0 whole entry, looked up): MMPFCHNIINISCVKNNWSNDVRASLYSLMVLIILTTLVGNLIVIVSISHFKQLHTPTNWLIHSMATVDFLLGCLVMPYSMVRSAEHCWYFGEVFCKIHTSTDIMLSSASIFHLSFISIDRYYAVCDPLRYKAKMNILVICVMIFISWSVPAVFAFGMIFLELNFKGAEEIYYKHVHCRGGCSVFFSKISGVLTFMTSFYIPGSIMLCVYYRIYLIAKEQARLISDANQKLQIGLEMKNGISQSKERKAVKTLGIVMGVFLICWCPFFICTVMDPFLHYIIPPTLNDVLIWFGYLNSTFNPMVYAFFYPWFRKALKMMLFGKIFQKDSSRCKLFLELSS
#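 System: RD-HGA16 CHO cells with stable hTAAR1 and Gα16 | Probe or stimulus: EC80 β-phenethylamine stimulus | Dosing: 3 µM, single point | Times: Dye loading 75 min at 37 °C, then 30 min room temperature | Measured by: Fluo-8 calcium-sensitive fluorescence | Read-out basis: % inhibition of agonist calcium response | Replicates: n of 1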
# CHRM1 agonist: human M1 muscarinic receptor agonism | P11229 | CHO-K1 hM1, Fluo-8 calcium fluorescence, agonist mode; 0% DMSO, 100% acetylcholine EC100 | activation, % at 3 µM | actives 0.33% (n = 360,000);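 active = activation above the run's mean compound activation plus 3 SD, cut at about 16% in these data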;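 note: peak over basal fluorescence ratio within a 140 s kinetic read after compound addition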
# Target sequence (P11229 whole entry, looked up): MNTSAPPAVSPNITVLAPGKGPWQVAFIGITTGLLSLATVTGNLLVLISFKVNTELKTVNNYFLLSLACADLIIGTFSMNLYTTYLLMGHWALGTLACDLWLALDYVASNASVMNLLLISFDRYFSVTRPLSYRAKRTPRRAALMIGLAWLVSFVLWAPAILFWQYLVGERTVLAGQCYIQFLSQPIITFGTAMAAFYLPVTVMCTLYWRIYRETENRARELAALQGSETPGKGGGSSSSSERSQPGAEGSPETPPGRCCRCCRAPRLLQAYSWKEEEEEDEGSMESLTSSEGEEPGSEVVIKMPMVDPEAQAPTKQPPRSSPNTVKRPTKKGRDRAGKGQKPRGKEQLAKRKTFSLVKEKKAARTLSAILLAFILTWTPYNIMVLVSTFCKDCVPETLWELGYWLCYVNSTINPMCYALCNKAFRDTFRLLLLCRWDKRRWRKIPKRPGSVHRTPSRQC
# M1 ag parental: M1 agonist counterscreen hit in parental CHO-K1 cells | Fluo-8 calcium fluorescence; scaled to maximal ATP response, vehicle zero | activation, % at 3 µM | actives 0.48% (n = 360,000); in the data active = activation above about 15%;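 note: untransfected CHO-K1 host cells lacking M1 receptor as counterscreen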
# CHRM1 antagonist: blocks human M1 muscarinic receptor; AID 588852; CHO-K1 hM1, Fluo-8 calcium fluorescence, ACh EC80 antagonist; inhibition, % at 3 µM; actives 1.3% (n = 360,000);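 active = percent inhibition above its own plate's cutoff, namely the mean of that plate's compound wells plus 3 SD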;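 note: peak over basal fluorescence ratio during 140 s after agonist addition; 0% = ACh EC80 plus DMSO and 100% = DMSO alone without agonist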
# CHO-K1 Ca antag: nonselective inhibitor or artifact in parental CHO-K1 cells; ATP-induced calcium, Fluo-8 fluorescence; inhibition, % at 3 µM; actives 0.6% (n = 360,000);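 active = inhibition above a per-plate cutoff, the plate's mean sample inhibition plus 3 SD, cut at about 24% in these data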;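 note: 0% = DMSO plus EC80 ATP and 100% = DMSO alone without ATP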
# TAAR1 agonist: human TAAR1 agonism; Q96RJ0; CHO RD-HGA16 TAAR1, Fluo-8 calcium fluorescence; vehicle wells 0%, saturating PEA agonist 100%; activation, % at 3 µM; actives 0.99% (n = 360,000); AID 624467;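 active = activation above the mean activation of all test compounds in the run plus 3 SD, cut at about 38% in these data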
#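 Signal – calcium-sensitive Fluo-8 signal, excitation 470-495, emission 515-575 nm · System – RD-HGA16 (CHO) cells co-expressing Gα16 and hTAAR1 · Incubation – 17-24 h seeding, 75 min 37 °C dye, 30 min RT · Compound dosing – 3 µM single concentration · Repeats – no replicates (n 1)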
# CHRM1 PAM: positive allosteric modulators of human M1 muscarinic receptor. P11229. CHO-K1 hM1, Fluo-8 calcium fluorescence, ACh EC20; 0% = ACh EC20, 100% = maximal ACh. activation, % at 3 µM. actives 0.088% (n = 360,000); in the data active = activation above about 19%, passing the limit was not always enough
# An asterisk follows results filed as active; . = not tested or not shown.
SMILES,CHO parental Ca,CHO-K1 Ca PAM,TAAR1 antagonist,CHRM1 agonist,M1 ag parental,CHRM1 antagonist,CHO-K1 Ca antag,TAAR1 agonist,CHRM1 PAM
Cc1nnc(SCCN2CCOCC2)c2nn(-c3ccccc3F)c(C)c12,.,21,-10,-10,0.0,-2,-8,-1,2
O=C(Nc1ccccc1)Nc1nnc(-c2ccccc2)o1,5,19,-11,-3,0.3,-6,0,9,4
CCOC(=O)c1cccc(NC(=O)N2CCOCC2)c1,8,8,-23,-1,1.4,4,-16,2,5
CC(=O)c1nc2ccccc2n1CCc1ccccc1,-14,4,-10,-5,0.4,-4,-2,8,15
COc1ccccc1-c1cnc(C(O)c2cccc(F)c2)[nH]1 (stereo not given),.,-1,-2,-1,0.4,-14,6,5,11
N#Cc1cccc(NC(=O)COC(=O)c2cc(S(=O)(=O)Nc3ccccc3Cl)ccc2O)c1,4,0,28,9,15,6,-13,8,-13
O=C(COc1ccccc1)OC(C(=O)c1ccccc1)c1ccccc1 (stereo not given),0,17,-5,-7,0.8,5,-3,3,-6
Cc1ccc(C)c(OCC(O)CN2CCCCC2C)c1 (stereo not given),-29,5,-11,-8,-0.3,-32,2,16,2
CCCn1nc(NC(=O)COC)c2cc3cccc(C)c3nc21,-15,6,-48,-9,-1.1,-8,-16,1,12
Cc1ccc(N2CCN(C(=O)CNS(=O)(=O)c3ccc(Br)s3)CC2C)cc1 (stereo not given),-14,-5,1,-3,1.8,29,4,8,-13
CC(C)(C)Cc1nnc(NC(=O)CN2C(=O)c3ccccc3C2=O)s1,-16,21,-6,-5,14,-8,-1,1,17
CCn1c(-c2nn(C)cc2Cl)n[nH]c1=S,3,19,-13,-6,0.7,-12,-4,2,5
CN1CCN(S(=O)(=O)c2ccc(NC(=O)c3ccc(F)cc3Cl)cc2)CC1,-7,-8,-5,-3,0.1,-15,3,1,12
COc1ccccc1NC(=S)NCc1ccccc1Cl,-3,14,6,-7,2.4,-6,-2,8,0
CCCS(=O)(=O)N1CCCC(C(=O)N2CCC(Cc3ccccc3)CC2)C1 (stereo not given),-21,8,12,-3,1.6,-9,-10,9,8
COc1ccccc1N1CCN(S(=O)(=O)CCNC(=O)C2CC(=O)N(c3ccccc3)C2)CC1 (stereo not given),-19,5,-19,0,6.3,-10,-13,2,3
O=C(N/N=C/c1ccc([N+](=O)[O-])o1)C1CCCC1,8,-12,8,-2,0.3,2,-2,-1,2
Cc1ccnc(NS(=O)(=O)c2ccc(N3C(=O)c4c(Cl)c(Cl)c(Cl)c(Cl)c4C3=O)cc2)n1,3,24,-5,-8,0.8,-14,-11,0,8
c1cn2cc(CN3CCOCC3)nc2s1,-7,14,-10,-8,0.7,-9,-8,1,6
CCCC(C)n1[nH]c(=O)cc1N (stereo not given),-9,9,4,2,0.4,-26,-5,7,-2
O=C(COC(=O)c1ccco1)Nc1ccc(Br)cc1,3,-2,-7,-4,0.1,-7,-6,22,-3
NC(=O)NC(=O)CSc1nc(-c2ccccc2)c(-c2ccccc2)n1CC1CCCO1 (stereo not given),-26,2,-5,-2,0.2,-6,6,1,3
CC(=O)COc1ccc2c3c(c(=O)oc2c1)CCCC3,-16,15,14,-5,1.1,-2,-10,23,6
O=C(CCCc1cccs1)Nc1nccs1,-19,-11,3,-5,-0.4,-1,10,2,13
Cc1cc(Cl)ccc1OCC(=O)NCCCCc1ccccc1,-20,11,10,-8,0.3,-2,-1,9,5
# (cont.)
SMILES,CHO parental Ca,CHO-K1 Ca PAM,TAAR1 antagonist,CHRM1 agonist,M1 ag parental,CHRM1 antagonist,CHO-K1 Ca antag,TAAR1 agonist,CHRM1 PAM
CCCCn1nc(C(=O)Nc2ccc(S(=O)(=O)Nc3ncccn3)cc2)c2ccccc2c1=O,-22,11,-40,-2,-0.9,-12,-12,-1,12
CCCNC(=O)c1n[nH]c(=O)c2ccccc12,-3,2,-16,-1,0.1,-27,-9,5,6
COc1ccc(N2CC(C(=O)N3CCN(S(=O)(=O)c4ccc(F)c(F)c4)CC3)CC2=O)c(OC)c1 (stereo not given),.,-11,4,-5,-0.4,10,-11,-1,-4
COCCNC(=O)C1(C)CCN(C(=O)c2cc(C)n(C(C)(C)C)n2)C1 (stereo not given),.,15,-18,-5,0.7,2,-11,2,-4
CCOC(=S)N/C(=N\S(=O)(=O)c1ccccc1)c1ccccc1,-10,-1,-15,-1,0.5,-14,-7,4,8
CC1=Nc2ccccc2N=C(NC(=O)CSC(=S)N2CCN(C)CC2)C1c1ccccc1 (stereo not given),-19,-24,-31,-7,0.3,-1,7,4,5
COc1cc(OC)c(C=Cc2ccncn2)c(OC)c1,.,0,-10,-5,0.2,-9,0,-1,6
O=C(CSc1nc2ccccc2c(=O)n1-c1cccc(C(F)(F)F)c1)NC1CC1,-9,-5,-10,-3,0.4,-4,12,12,-7
CN(CC(=O)Nc1ccc(Cl)c(S(=O)(=O)N(C)C)c1)Cc1ccccc1,-16,3,-10,-5,3.5,10,-6,8,-2
C/C(=N\NC(=O)c1cc(Br)ccc1O)c1cccs1,-8,25,-16,1,2.5,0,-13,9,8
COc1ccccc1-c1nnc(SCC(=O)Nc2c(Cl)cccc2Cl)o1,-18,19,-2,0,0.7,-5,-5,4,11
COC(=O)Cn1nnc2c(cnn2-c2ccccc2)c1=O,1,7,-4,-8,1.3,11,-7,3,-2
C=CCN1C=CC=C/C1=C1\SC(=S)N(C)C1=O,-12,21,-13,-13,0.3,1,-10,3,-4
CCN(CC)CCN(C)C(c1cc2ccccc2o1)c1nnnn1C(C)(C)C (stereo not given),.,14,-3,.,0.8,.,-12,2,.
COc1cccc(C(=O)CN2CCC(NC(=O)NC3CCCCC3)CC2)c1,.,-7,0,-4,-0.2,-4,10,4,7
C=C(C)CSc1nnc2n(N)c(=O)c3ccccc3n12,5,13,0,-3,0.1,-13,0,14,6
CN(C)c1ccc(C(=S)N2CCCCC2)cc1Br,11,8,2,-10,-0.1,2,-9,-2,-2
CCOc1ccc(S(=O)(=O)N2CCC(C(=O)NCCc3ccc(OC)c(OC)c3)CC2)cc1,-17,2,-3,-7,9.2,14,4,11,-8
Cc1cc(C)nc(NS(=O)(=O)c2ccc(N/C=C3\CCCC3=O)cc2)n1,-1,16,-16,-2,0.0,-35,-8,5,7
O=C1CC(c2ccc(F)cc2)CC(O)=C1C1NCCc2ccccc21 (stereo not given),-17,14,4,-3,0.5,-5,-11,3,4
CCCNC(=O)C1(C)CCCN(Cc2ccc(-n3ccnc3)cc2)C1 (stereo not given),.,-11,7,-8,0.2,-3,-2,2,3
CCOC(=O)C1(C)CCN1C(=O)/C=C/c1ccccc1 (stereo not given),.,-11,-10,-2,0.7,-5,6,2,0
Cc1ccccc1NC(=O)C1CCCN1S(=O)(=O)c1ccccc1C(F)(F)F (stereo not given),-15,14,-9,-5,1.8,-6,-9,5,11
O=C(/C=C/c1ccc(Cl)cc1Cl)NC(=S)Nc1ccc(CN2CCOCC2)cc1,-16,-8,-6,-8,0.3,-10,11,1,3
CCn1cc(/C=C(\NC(=O)c2cc(OC)c(OC)c(OC)c2)C(=O)N2CCN(C)CC2)c2ccccc21,-16,8,-13,-4,1.0,-3,-19,3,2

# Arranged by heavy-atom count (falling): part of the list above.
SMILES,CHO parental Ca,CHO-K1 Ca PAM,TAAR1 antagonist,CHRM1 agonist,M1 ag parental,CHRM1 antagonist,CHO-K1 Ca antag,TAAR1 agonist,CHRM1 PAM
CCn1cc(/C=C(\NC(=O)c2cc(OC)c(OC)c(OC)c2)C(=O)N2CCN(C)CC2)c2ccccc21,-16,8,-13,-4,1.0,-3,-19,3,2
COc1ccc(N2CC(C(=O)N3CCN(S(=O)(=O)c4ccc(F)c(F)c4)CC3)CC2=O)c(OC)c1 (stereo not given),.,-11,4,-5,-0.4,10,-11,-1,-4
COc1ccccc1N1CCN(S(=O)(=O)CCNC(=O)C2CC(=O)N(c3ccccc3)C2)CC1 (stereo not given),-19,5,-19,0,6.3,-10,-13,2,3
CC1=Nc2ccccc2N=C(NC(=O)CSC(=S)N2CCN(C)CC2)C1c1ccccc1 (stereo not given),-19,-24,-31,-7,0.3,-1,7,4,5
NC(=O)NC(=O)CSc1nc(-c2ccccc2)c(-c2ccccc2)n1CC1CCCO1 (stereo not given),-26,2,-5,-2,0.2,-6,6,1,3
Cc1ccccc1NC(=O)C1CCCN1S(=O)(=O)c1ccccc1C(F)(F)F (stereo not given),-15,14,-9,-5,1.8,-6,-9,5,11
Cc1nnc(SCCN2CCOCC2)c2nn(-c3ccccc3F)c(C)c12,.,21,-10,-10,0.0,-2,-8,-1,2
CCCNC(=O)C1(C)CCCN(Cc2ccc(-n3ccnc3)cc2)C1 (stereo not given),.,-11,7,-8,0.2,-3,-2,2,3
CCOC(=S)N/C(=N\S(=O)(=O)c1ccccc1)c1ccccc1,-10,-1,-15,-1,0.5,-14,-7,4,8
COc1ccccc1-c1cnc(C(O)c2cccc(F)c2)[nH]1 (stereo not given),.,-1,-2,-1,0.4,-14,6,5,11
CCOC(=O)c1cccc(NC(=O)N2CCOCC2)c1,8,8,-23,-1,1.4,4,-16,2,5
C/C(=N\NC(=O)c1cc(Br)ccc1O)c1cccs1,-8,25,-16,1,2.5,0,-13,9,8

# Additional entries follow:
SMILES,CHO parental Ca,CHO-K1 Ca PAM,TAAR1 antagonist,CHRM1 agonist,M1 ag parental,CHRM1 antagonist,CHO-K1 Ca antag,TAAR1 agonist,CHRM1 PAM
Cc1cccc(N2CCN(C(=O)[C@H](C)N3C(=O)C4CC=CCC4C3=O)CC2)c1C (stereo not given in full),-11,8,-1,-1,1.3,1,-6,3,-7
O=C(CSc1nnc2ccc(-c3cccnc3)nn12)Nc1ccccc1,-11,13,-10,-4,0.6,4,-11,1,1
O=C(OCC#CCSc1nnc(-c2ccc([N+](=O)[O-])cc2)o1)c1cccs1,-7,3,29,-2,0.1,-26,-3,7,-1
COc1ccc(F)c(C2C(C#N)=C(N)Oc3n[nH]c(C(C)(C)C)c32)c1 (stereo not given),-15,12,-10,-2,0.9,-6,-11,16,6
Oc1[nH]c2ccccc2c1N=Nc1ccccc1Cl,.,-1,6,-1,0.5,-3,-13,17,-1
Cn1ccc(=S)c2ccccc21,-1,-10,4,-9,0.1,1,11,2,-7
O=C(COc1ccc(Cl)cc1Cl)Nc1nc2n(n1)C(c1ccccc1)CC(=O)N2 (stereo not given),-13,14,-18,-2,0.3,-1,-23,1,2

# An excerpt from above, reduced to CHRM1 PAM, CHRM1 agonist and M1 ag parental.
SMILES | CHRM1 PAM | CHRM1 agonist | M1 ag parental
Oc1[nH]c2ccccc2c1N=Nc1ccccc1Cl | -1 | -1 | 0.5
Cn1ccc(=S)c2ccccc21 | -7 | -9 | 0.1
